Screening results: PubChem BioAssay, several laboratories
RBBP9 inh = blocks human serine hydrolase RBBP9; O75884; recombinant RBBP9, FP-Rh probe fluorescence polarization; inhibition, % at 7.94 µM; hit rate 0.2% among 220,000; AID 1515;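 active means inhibition above the campaign mean of all tested compounds plus 3 SD, cut at about 14% in these data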;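 further: plate controls were DMSO wells with RBBP9 for no effect and wells lacking RBBP9 protein for full effect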
Target sequence (O75884 whole entry, looked up): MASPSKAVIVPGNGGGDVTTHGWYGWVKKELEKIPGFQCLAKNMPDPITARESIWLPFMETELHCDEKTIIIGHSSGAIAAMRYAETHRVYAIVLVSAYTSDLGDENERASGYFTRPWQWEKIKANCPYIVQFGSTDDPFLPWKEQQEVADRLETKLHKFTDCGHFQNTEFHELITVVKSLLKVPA
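Test system: recombinant human RBBP9; Timing: 30 min then 45 min, 25 °C; Detection: fluorescence polarization; Control set: RBBP9 with DMSO as uninhibited control, no-protein wells as full inhibition; Compound dosing: one concentration, 7.94 µM nominal, 0.794% DMSO; Probe or stimulus: FP-Rh activity-based probe, 375 nM before mixing.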
EP2 antag = EP2 receptor (human) inhibition; hit rate 0.52% among 260,000; P43116; C6 glioma cells expressing human EP2, cAMP TR-FRET; cells stimulated with saturating PGE2; inhibition, % at 25 µM; AID 1422;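 active means percent inhibition above 40 after rounding to a whole number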;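 further: rat C6 glioma host cells with rolipram phosphodiesterase inhibitor present; the protocol text gives 20 µM as final concentration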
Target sequence (P43116 whole entry, looked up): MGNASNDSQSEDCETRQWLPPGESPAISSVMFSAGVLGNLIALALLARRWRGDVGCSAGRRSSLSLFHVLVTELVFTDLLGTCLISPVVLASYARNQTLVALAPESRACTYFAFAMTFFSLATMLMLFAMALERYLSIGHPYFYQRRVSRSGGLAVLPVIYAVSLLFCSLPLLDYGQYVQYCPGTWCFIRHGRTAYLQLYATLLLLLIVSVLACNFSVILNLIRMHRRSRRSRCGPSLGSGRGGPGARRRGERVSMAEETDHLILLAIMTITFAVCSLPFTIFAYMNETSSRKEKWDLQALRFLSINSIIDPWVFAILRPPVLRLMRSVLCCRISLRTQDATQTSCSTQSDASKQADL
Runt-CBFb FRET = Runt domain-CBFb interaction inhibition. Q01196+Q13951. Cerulean-Runt/Venus-CBFb FRET ratio 530/480, 1 h. inhibition, % at 20 µM. hit rate 0.46% among 220,000;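 active means inhibition over about 50% at 20 µM in the single-dose screen, limit read from the data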;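 further: 0% = DMSO wells and 100% = excess unlabeled CBFb competitor control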
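Buffer or medium: Tris pH 7.5 buffer with BSA. Assay system: Cerulean-labeled Runt domain protein. Amount: each fluorescent fusion protein 100 nM. Read-out basis: loss of energy transfer signal. Incubation: 1 h compound exposure, room temperature. Probe or stimulus: Venus-CBFb binding partner, 100 nM. Detection: FRET, excitation 422 nm, emission at 530 and 480 nm.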
TNF necrop inh = inhibitors of TNF-alpha induced necroptosis in Jurkat FADD-/- cells; Jurkat FADD-/- TNF necroptosis rescue, ATP luminescence, 24 h; 0 = TNF only, 100 = no-TNF cells; activation (protection from cell death), % at 10 µM; hit rate 0.068% among 220,000;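 active means activation, meaning protection from cell death, of at least 50% relative to plate controls; inactive means activation below 50%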;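 further: necroptosis triggered by 40 ng/mL TNF-alpha added together with compound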
L929 necroptosis = L929 zVAD cell death inhibition. L929 zVAD necroptosis rescue, ATP luminescence, 24 h; with zVAD 60 µM. viability rescue, % at 10 µM. hit rate 0.38% among 220,000. AID 1377;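 active means activation, scaled between plate controls, above about 75%, limit read from the data; inactive means activation under that limit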;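 further: 0% = zVAD with DMSO and 100% = DMSO alone without zVAD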
EP2 mod = modulators of human EP2 prostaglandin E2 receptor. induction, % at 25 µM. hit rate 0.83% among 260,000. AID 940. EP2-expressing cells, cAMP HTRF FRET, PGE2 co-stimulation;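 active means compounds whose cAMP rise, as percent of the full-agonist control response, exceeds 60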;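 further: rat C6 glioma line stably carrying human EP2 under a CMV promoter; the protocol text gives 20 µM as final concentration; 100% = response of wells given 1 µM PGE2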
Runt-SMMHC FRET = Runt domain-CBFb-SMMHC interaction inhibition | Q01196+Q13951 | Cerulean-Runt/Venus-CBFb-SMMHC FRET ratio 530/480, 1 h | inhibition, % at 20 µM | hit rate 0.74% among 220,000;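 active means mean inhibition across duplicate retests at 20 µM reaching about 50%, limit read from the data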;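 further: 0% = DMSO wells and 100% = wells with excess untagged CBFb-SMMHC; inhibitors lower the FRET ratio by blocking Runt binding to CBFb-SMMHC; some results filed as inactive read as strong as hits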
PERK inh = inhibitors of human PERK kinase. CHO PERK-DD fusion, SEAP luminescence translation reporter. hit rate 0.17% among 220,000. AID 1416. inhibition, % at 5.6 µM. Q9NZJ5;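 active means inhibition above the mean inhibition of all tested compounds plus 3 SD, set separately per screening campaign, cut at about 2.9% in these data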;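 further: PERK kinase domain activated by AP20187 dimerizer at 100 nM; 0% = DMSO with dimerizer and 100% = rapamycin at 8.4 µM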
Hck Nef HTS = human Hck-Nef kinase inhibition; P08631; Recombinant Hck-YEEI plus Nef, Z-Lyte FRET kinase assay; inhibition, % at 20 µM; hit rate 0.68% among 220,000; AID 463187;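 active means Hck-Nef kinase inhibition above about 50%, limit read from the data; inactive means inhibition below that limit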;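 further: 0% = DMSO with Hck plus Nef and 100% = Hck alone without Nef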
Target sequence (P08631 whole entry, looked up): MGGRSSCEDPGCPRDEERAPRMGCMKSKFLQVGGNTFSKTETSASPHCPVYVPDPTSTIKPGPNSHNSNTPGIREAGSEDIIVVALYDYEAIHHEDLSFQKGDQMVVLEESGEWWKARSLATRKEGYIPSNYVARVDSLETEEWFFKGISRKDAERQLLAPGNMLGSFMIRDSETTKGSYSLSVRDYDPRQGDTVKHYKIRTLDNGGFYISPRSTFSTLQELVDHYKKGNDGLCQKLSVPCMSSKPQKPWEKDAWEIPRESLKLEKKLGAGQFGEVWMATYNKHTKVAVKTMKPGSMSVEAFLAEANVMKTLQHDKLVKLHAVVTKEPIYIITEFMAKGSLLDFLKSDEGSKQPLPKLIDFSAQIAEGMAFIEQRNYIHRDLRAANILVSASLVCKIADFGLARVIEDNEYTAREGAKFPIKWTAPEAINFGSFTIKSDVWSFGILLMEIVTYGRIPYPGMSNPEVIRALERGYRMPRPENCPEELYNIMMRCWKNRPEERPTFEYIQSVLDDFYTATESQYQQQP
* hit, by the source's call; · = not tested or not shown; & = joins results of further samples; ! = a repeat was not active. This is a subset; count on the stated rates, not on these rows.

SMILES	RBBP9 inh	EP2 antag	Runt-CBFb FRET	TNF necrop inh	L929 necroptosis	EP2 mod	Runt-SMMHC FRET	PERK inh	Hck Nef HTS
COC(=O)c1cccc(C23CC4(C2)[C@H](CN(C)[C@@H]4c2ccccc2)C3c2ccc(C(F)(F)F)cc2)c1 (stereo not given in full)	·	12	1	-0.3	-0.2	-1	-2	·	15
C=CCn1c(-c2ccccc2)cc(SC)c(C#N)c1=O	1	13	-1	-0.2	-0.6	60	-3	0.8	21
C/C(N)=C(/C#N)C(=O)CSc1ccccc1F	-6	5	-2	0.0	2.2	-6	-2	1.8	23
Cc1ccccc1OCC(=O)Nc1nc(C)c(C(=O)N(C)C)s1	-8	4	-2	0.8	0.2	21	2	0.3	4
O=C(N/N=C/c1ccc2nccnc2c1)c1ccccc1O	-8	2	1	-7.2	1.8	-7	0	-0.8	-9
CCOc1ccc(S(=O)(=O)NCCC(=O)OCN2C(=O)c3ccccc3C2=O)cc1	-6	6	0	1.1	2.0	20	-1	-1.1	-1
CCOc1cccc(CNCCO)c1OCc1ccc(Cl)cc1	-6	7	-1	2.9	·	1	1	-1.2	3
COc1ccc(OCC(O)CNc2ccc(Br)cc2)cc1 (stereo not given)	1	5	1	-1.1	-0.7	-28	0	-0.1	11
O=C1C=C(OCc2ccccc2)CN1	-3	4	-2	-2.0	0.4	-8	3	0.9	2
COc1ccccc1C(=O)O/N=C(/c1ccncc1)c1ccc([N+](=O)[O-])cc1	-3	3	-5	-2.9	6.1	23	-4	0.9	-40
COc1c(OC(C)=O)ccc(/C=C/c2ccc3cccc(OC)c3n2)c1[N+](=O)[O-]	-3	6	-4	-3.0	35	1	-5	0.8	4
COc1ccc(Cc2nnc(NC(=O)C(C)(C)C)s2)cc1	-5	11	-2	1.2	7.7	10	4	-0.1	19
O=C(CN1CCC(n2nnc3cc(C(F)(F)F)ccc32)CC1)Nc1ccc2c(c1)OCCO2	-2	4	-4	-2.6	0.0	-18	-1	-0.7	1
Cc1cccc(Cl)c1NC(=O)N1CCN(c2ccnc3cc(Cl)ccc23)CC1	-8	8	-3	4.6	1.1	6	0	-2.5	7
Cc1nc(S/C(=C/c2ccc(-c3ccc(Cl)cc3)o2)C(=O)O)n[nH]1	-1	12	8	2.8	0.9	-17	-69	1.0	31
Cc1ccc(OCCCC(=O)Nc2ccc3c(c2)OCO3)cc1	-7	3	-1	-2.9	-0.4	-12	-1	0.8	1
COc1ccc(C(=O)Nc2ccc3c(c2)Cc2ccccc2-3)cc1	-1	14	-1	-1.4	0.0	-19	-2	1.3	0
C=CCC(=O)N1CCCC(CNC(=O)c2ccc(-c3ccccc3)cc2)C1 (stereo not given)	-8	26	-3	0.9	15	-79	1	-0.3	14
CCOc1ccc(NC(=O)CC2C(=O)N(C)C(=S)N2Cc2ccco2)cc1 (stereo not given)	0	2	7	1.5	2.2	-14	4	0.6	6
CC[n+]1ccc(C)c2cc(S(=O)C(F)(F)F)ccc21 (stereo not given)	-4	5	-1	-0.5	0.1	16	1	-0.9	0
CCOC(=O)C1C(c2ccc([N+](=O)[O-])cc2)C2C(=O)NN=C2CC1(C)O (stereo not given)	-9	4	-1	0.5	-0.6	29	-1	1.4	22
COc1cc(C(=O)NCC(=O)OCC(=O)N2CCc3ccccc32)cc(OC)c1OC	-8	10	1	0.9	0.7	-6	-2	0.1	14
Cc1cc(C)nc(Nc2n[nH]c(COc3ccc4ccccc4c3)n2)n1	-10	9	7	-0.1	0.1	-14	-1	0.9	1
COc1ccccc1C(=O)N1CCN(Cc2ccc3c(c2)OCO3)CC1	-2	6	1	0.1	-1.3	2	9	-0.6	-8
O=C(NCCCN1CCN(CCCNC(=O)c2cccc(Cl)c2)CC1)c1cccc(Cl)c1	2	4	-1	4.2	-0.1	-16	2	-1.1	0
O=C1OC(c2cccs2)=N/C1=C\c1ccc(-c2ccccc2Cl)o1	-3	11	-1	-3.4	-0.3	29	6	0.1	0
Cc1nc2ccccn2c1C(=O)NNS(=O)(=O)c1ccc(C(C)(C)C)cc1	5	9	-5	-0.8	2.5	-12	4	-0.7	1
CC1(C)Cc2cccc(OCC(=O)N3CCN(S(=O)(=O)c4ccccc4F)CC3)c2O1	-1	8	-1	-3.4	-0.4	13	-6	-0.7	0
CCC(Oc1ccccc1)C(=O)Nc1cc(C)on1 (stereo not given)	4	10	0	8.8	1.0	1	-2	0.1	10
CC(C)n1cc(/C=C(\C#N)S(=O)(=O)c2ccccc2)c2ccccc21	-10	3	4	1.5	-0.5	15	11	-0.2	14
COc1ccc(OC)c(C(c2nnnn2C2CCCC2)N2CCN(c3ccccc3F)CC2)c1 (stereo not given)	-1	5&9	-2	-0.8	0.2	66*!	3	-1.3	0
CC(=O)Oc1ccc(C)cc1N1C(=O)c2ccc(C(=O)O)cc2C1=O	-4	7	-2	-9.0	1.1	13	-10	2.0	0
CCOc1ccc(/C=N/NC(=O)c2cc(-c3ccco3)nc3ccccc23)cc1	-14	6	22	-0.9	-0.2	-12	-13	-0.6	0
O=C(Nc1nc(-c2ccc([N+](=O)[O-])cc2)cs1)c1c(F)cccc1F	-2	8	-2	0.5	2.9	-78	-2	1.1	15
Cc1ccccc1OCC(=O)NNC=O	-10	6	-1	0.5	0.7	31	-1	0.4	-2
CC(C)Cn1c(N)cc(=O)n(C)c1=O	-2	7	-1	0.8	2.1	27	-3	-0.2	-47
Cc1cc(C(C#N)c2ccccc2F)n2ncnc2n1 (stereo not given)	-9	7&7	-1	0.7	1.7	9&36	-4	0.7	32
COc1cc([N+](=O)[O-])ccc1NC(=O)CCN1C(=O)C2C3CCC(C3)C2C1=O (stereo not given)	-5	10	2	1.3	0.1	0	1	0.5	4
COc1ccc(OC)c(C2CC(=O)N3CN(c4ccc(C)c(Cl)c4)CSC3=C2C#N)c1 (stereo not given)	-6	7	25	-2.1	1.3	11	31	0.4	2
Cc1nnc(NC(=O)c2cc3n(n2)C(C(F)(F)F)CC(C2CC2)N3)s1 (stereo not given)	4	17	1	-3.1	-0.2	9	2	-1.0	0

Molecules shown so far that have a furan ring, fused or not:
SMILES	RBBP9 inh	EP2 antag	Runt-CBFb FRET	TNF necrop inh	L929 necroptosis	EP2 mod	Runt-SMMHC FRET	PERK inh	Hck Nef HTS
Cc1nc(S/C(=C/c2ccc(-c3ccc(Cl)cc3)o2)C(=O)O)n[nH]1	-1	12	8	2.8	0.9	-17	-69	1.0	31
CCOc1ccc(NC(=O)CC2C(=O)N(C)C(=S)N2Cc2ccco2)cc1 (stereo not given)	0	2	7	1.5	2.2	-14	4	0.6	6
O=C1OC(c2cccs2)=N/C1=C\c1ccc(-c2ccccc2Cl)o1	-3	11	-1	-3.4	-0.3	29	6	0.1	0
CCOc1ccc(/C=N/NC(=O)c2cc(-c3ccco3)nc3ccccc23)cc1	-14	6	22	-0.9	-0.2	-12	-13	-0.6	0

(list continues)
SMILES	RBBP9 inh	EP2 antag	Runt-CBFb FRET	TNF necrop inh	L929 necroptosis	EP2 mod	Runt-SMMHC FRET	PERK inh	Hck Nef HTS
C#CCN1C(=O)C(O)(CC(=O)c2ccc3c(c2)OCCO3)c2ccccc21 (stereo not given)	0	15	1	-0.5	0.5	-12	0	0.6	0
O=S(=O)(N1CCCCC1)n1c(Cc2ccccc2)nc2ccccc21	-10	6	-2	-0.8	-0.1	55	2	-0.8	0
CCOC(=O)Cc1nnc(NC(=O)COc2ccc(F)cc2)s1	-4	5	-2	-2.4	0.3	-7	4	0.2	1
Clc1ccc(-c2n[nH]c3c2CCC3)c(Cl)c1	8	10	7	-0.4	0.5	10	0	1.2	-1
CCN(Cc1ccccc1)S(=O)(=O)c1ccc(S(=O)(=O)N2CCN(CCC#N)CC2)cc1	-1	2	-3	1.9	0.4	14	-2	0.7	-5
Cc1cc(OCc2nn[nH]n2)c2c(C)c(Cc3ccccc3)c(=O)oc2c1	-8	15	-3	-2.0	-0.2	30	-2	0.8	0
C/C(Cc1ccccc1)=N\NC(=O)CNC(=O)COc1cccc(C)c1	2	8	0	1.9	0.8	-14	0	1.5	20
COc1ccc(NC(=O)/C=N/O)cc1	-5	7	-1	-0.8	5.0	17	-1	0.2	-25
COc1ccccc1C(=O)NCC(=O)N/N=C/c1cccc(Cl)c1	-5	7	-1	0.0	3.6	-25	-16	2.4	-35
Cc1ccc(-c2nnc(SCC(=O)N/N=C/c3ccc(C)s3)n2-c2ccccc2)cc1	-8	13	1	-7.8	1.3	30	0	1.4	8

Only Runt-SMMHC FRET, for some of the entries so far:
smiles,Runt-SMMHC FRET
O=S(=O)(N1CCCCC1)n1c(Cc2ccccc2)nc2ccccc21,2
CCOC(=O)Cc1nnc(NC(=O)COc2ccc(F)cc2)s1,4

2 consecutive entries already listed, quoted:
SMILES	RBBP9 inh	EP2 antag	Runt-CBFb FRET	TNF necrop inh	L929 necroptosis	EP2 mod	Runt-SMMHC FRET	PERK inh	Hck Nef HTS
Cc1nc(S/C(=C/c2ccc(-c3ccc(Cl)cc3)o2)C(=O)O)n[nH]1	-1	12	8	2.8	0.9	-17	-69	1.0	31
Cc1ccc(OCCCC(=O)Nc2ccc3c(c2)OCO3)cc1	-7	3	-1	-2.9	-0.4	-12	-1	0.8	1

The listing continues:
SMILES	RBBP9 inh	EP2 antag	Runt-CBFb FRET	TNF necrop inh	L929 necroptosis	EP2 mod	Runt-SMMHC FRET	PERK inh	Hck Nef HTS
CC(CCc1ccco1)NC(=O)Cn1ncc2c1-c1ccccc1OC2 (stereo not given)	-6	9	1	1.0	-0.1	-8	-3	-0.2	20
COc1cc(OC)cc(C(=O)NC(C)c2ccc(Br)cc2)c1 (stereo not given)	2	3	0	1.8	0.5	3	-1	0.9	-19
O=C(Nc1nc2c(s1)CCCC2)c1cc2n(n1)C(C(F)(F)F)CC(C1CC1)N2 (stereo not given)	-5	7	-2	-1.4	7.6	-2	-1	-1.2	2
O=C(O)C1CC(c2ccccc2F)=NO1 (stereo not given)	2	6	2	-3.3	0.0	-15	4	0.8	2
COc1ccc(-c2csc(N3CCC(c4ccccc4)C3)n2)cc1 (stereo not given)	-4	14	4	-2.4	-0.1	22	-2	1.7	0
O=C(CN(Cc1ccco1)C(=O)Cn1nnc(-c2cccs2)n1)NCC1CCCO1 (stereo not given)	-3	10	-1	-0.5	1.5	19	3	0.0	22
Cn1ccc(-c2ccccc2)c(C#N)c1=O	-3	5	0	-0.5	0.1	6	0	1.5	17
Cc1cc(-n2nc(C)cc2C)n2nc(C)c(-c3ccccc3)c2n1	3	7	0	0.4	0.1	-1	0	0.1	3
CCCNC(=O)C1CCN(S(=O)(=O)c2cccc3nonc23)CC1	-1	8	3	-0.1	1.4	-3	1	0.0	23
COc1ccc(Cl)cc1NC(=S)Nc1cccc(C)c1	-9	5	6	-2.5	-0.7	-67	-4	-0.4	18
Cc1ccccc1N(CC(=O)O)S(C)(=O)=O	-10	12	2	-0.2	-0.1	25	-5	0.5	-10
